Source: PubChem (The Scripps Research Institute Molecular Screening Center)
GPR151 activ = activators of human GPR151, primary screen, cell-based, PathHunter beta-arrestin, luminescence; PathHunter beta-arrestin GPR151 cells; activation, % at 11.2 µM; G-protein coupled receptor 151 (Homo sapiens), Q8TDV0; 650,000 tested, 1% active; in the data active = activation above about 4.9%;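 also: 0% = median of compound wells and 100% = cells with positive control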
MITF primary = MITF inhibitors, primary screen, biochemical, AlphaScreen, human. AlphaScreen MITF homodimerization, bead proximity signal. inhibition, % at 2.6 µM. 650,000 tested, 0.91% active; in the data active = inhibition above about 50%;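 also: 0% = vehicle wells with protein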
FBW7 activator = FBW7 E3 ligase activators, primary screen, biochemical, AlphaScreen, human; AlphaScreen FBW7–phospho-cyclin E peptide binding, activator screen; normalized activity (activation), % at 26.1 µM; 650,000 tested, 0.13% active; AID 1259310, 2017; in the data active = normalized activity above about 1.9%;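 also: purified mutant Fbw7 with reduced substrate affinity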
Target sequence (Q969H0 whole entry, looked up): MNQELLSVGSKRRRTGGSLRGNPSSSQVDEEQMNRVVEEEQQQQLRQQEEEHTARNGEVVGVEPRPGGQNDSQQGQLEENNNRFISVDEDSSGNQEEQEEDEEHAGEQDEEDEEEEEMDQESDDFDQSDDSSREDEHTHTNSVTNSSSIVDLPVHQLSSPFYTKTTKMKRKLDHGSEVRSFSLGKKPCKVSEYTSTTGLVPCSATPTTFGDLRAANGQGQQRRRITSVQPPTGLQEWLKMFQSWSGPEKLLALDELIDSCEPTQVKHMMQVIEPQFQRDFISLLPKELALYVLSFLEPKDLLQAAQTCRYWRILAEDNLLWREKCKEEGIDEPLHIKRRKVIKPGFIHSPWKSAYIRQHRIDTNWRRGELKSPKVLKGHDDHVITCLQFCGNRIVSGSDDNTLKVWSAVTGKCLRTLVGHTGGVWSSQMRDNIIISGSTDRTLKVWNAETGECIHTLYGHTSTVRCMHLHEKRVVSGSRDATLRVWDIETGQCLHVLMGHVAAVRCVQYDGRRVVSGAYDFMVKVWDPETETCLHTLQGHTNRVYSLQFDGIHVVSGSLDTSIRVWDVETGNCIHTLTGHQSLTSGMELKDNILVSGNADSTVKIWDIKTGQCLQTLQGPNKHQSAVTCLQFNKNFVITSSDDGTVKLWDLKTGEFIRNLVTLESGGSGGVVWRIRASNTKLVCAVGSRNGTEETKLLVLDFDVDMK
TEAD-YAP inh = TEAD-YAP interaction inhibition, primary screen, TEAD-YAP interaction inhibitor project, luminescence, HEK-TIYL cells. 640,000 tested, 1.4% active. AID 1259422, 2018. inhibition, % at 9.12 µM. TEAD-Gal4/YAP UAS-luciferase luminescence; in the data active = inhibition above about 32%;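 also: 0% = median of test compound wells and 100% = reference inhibitor wells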
* marks the source's active call; other numbers are inactive results.

Order of results – GPR151 activ, MITF primary, FBW7 activator, TEAD-YAP inh
CC(=O)Nc1cccc(-c2csc(Nc3ccc(Cl)cn3)n2)c1
→ 2.2, 3, 0.0, -68
CCN(CC)c1ccc(/C=C(\C#N)c2[nH]nc(N)c2C#N)c(OC)c1
→ 0.8, 11, -0.1, -29
Clc1cncc(Cl)c1N1CCN(c2ccc(-c3ccncc3)cn2)CC1
→ -0.5, 11, -0.4, -5
O=C(CSc1ncnc2c1cnn2-c1ccccc1Cl)NNC(=O)C1CCCCC1
→ 1.5, 4, 0.1, -3
CC1=C(C(=O)OCCOc2ccccc2)C(c2cccc([N+](=O)[O-])c2)C2=C(CC(C)(C)CC2=O)N1 (centres undefined)
→ 1.1, 8, -0.2, -1
COc1ccc(NC(=O)c2ccc3c(=O)n(-c4ccc(F)c(Cl)c4)c(=S)[nH]c3c2)cc1Cl
→ -2.4, 0, -0.1, -1
Cc1cccc(N(CC(=O)Nc2ccccc2C(F)(F)F)S(=O)(=O)c2ccccc2)c1C
→ -1.3, -12, 0.0, -2
C=CCNC(=O)C1C2CC/C=C\CC/C=C/CCC21 (centres undefined)
→ -0.1, 9, 0.2, -11
Cn1c(=O)[nH]c(=O)c2c1nc(CN(Cc1ccccc1)Cc1ccccc1)n2CC(N)=O
→ 0.6, -1, 0.0, -2
COc1cc(NC(=O)CN2C(=O)COc3ccccc32)cc(OC)c1
→ 0.3, 22, 0.0, 2
OC(COc1ccc2c(c1)OCO2)CN1CCN(c2cccc(Cl)c2)CC1 (centres undefined)
→ -0.9, 6, 0.1, -1
O=C(CSCc1ccc(Cl)cc1)N1CCCC1
→ -2.5, -3, -0.1, -23
CCC(Cc1ccccc1)NC(=O)c1cc(S(=O)(=O)N2CC(C)CC(C)C2)ccc1Sc1cccc(Cl)c1 (centres undefined)
→ -1.4, 12, 0.8, -2
C/C(O)=C1\C(=O)NC2(C)CC1c1cc(Br)cc(Br)c1O2 (centres undefined)
→ -0.2, 6, -0.1, 2
C=CCc1ccc(Oc2nc3ccccc3n3c(C)nnc23)c(OC)c1
→ 0.8, 4, 0.1, 10
O=C1C2CC=CCC2C(=O)N1c1ccc(Oc2ccc(Cl)cc2)cc1 (centres undefined)
→ 2.9, 0, -0.1, 0
CN1CCC(OC(=O)c2ccccc2F)CC1
→ -1.2, -4, 0.0, 6
CNc1cc(OC(C)Cc2ccccc2)ncn1 (centres undefined)
→ 0.2, 23, -0.3, -77
Cc1nc(C)c(-c2csc(Nc3ccccc3)n2)s1
→ -2.2, -1, -0.3, -96
c1nc(N2CCOCC2)c2c3c(sc2n1)CCCCC3
→ -0.3, 6, -0.1, -4
CCOc1cccc2c1OC1(C)C(C(=O)N(C)C)C2NC(=S)N1c1ccc(F)cc1 (centres undefined)
→ 0.7, 16, 1.0, 8
O=C1C=CC2([N+](=O)[O-])CN(Cc3ccccc3)CC1([N+](=O)[O-])C2 (centres undefined)
→ 1.3, 10, 0.3, -3
COc1ccc(-c2cc(N)ccc2OC(F)F)cc1
→ -0.3, -4, -0.3, -2
Cc1ccc(NC(=O)CCCC(=O)OCC(=O)c2ccc(Br)cc2)cc1
→ 2.6, -10, -0.1, 5
O=S(=O)(c1ccc(Cl)c2ccccc12)N1CCCCCC1
→ 0.5, 1, 0.4, -1
COc1ccc(CCNC(=O)Cn2ncc3c(=O)oc4ccccc4c32)c(OC)c1
→ 0.2, -1, 0.0, -3
Cc1occc1C(=O)N1CCN(c2ccc([N+](=O)[O-])cc2)CC1
→ 0.8, -4, -0.1, 3
NC(=O)C(=O)N/N=C1\CCc2ccccc21
→ -0.1, 5, 0.1, -2
CNC(=S)Nc1ccc(OC)cc1OC
→ 0.0, 0, 0.1, 6
COc1ccccc1C(=O)Nc1ccccc1O
→ -0.3, -3, -0.2, -31
Cc1cccc(-n2cc(-c3ccccc3)c3c(N4CCC(C(N)=O)CC4)ncnc32)c1
→ 1.9, 4, 0.0, -6
CCOc1ccc(NC(=O)c2c(NC(=O)c3ccncc3)sc3c2CCC3)cc1
→ 2.0, -8, -0.2, -3
O=C1N[C@H](CO)C(=O)N2CCN(C(=O)Oc3cccc4ccccc34)C[C@H]12
→ 3.6, -21, 0.0, -2
Cc1ccccc1-n1c(SCC(=O)N2CCC(C)CC2)nc2n[nH]c(C)c2c1=N
→ 0.7, -9, 0.0, -16
CCOc1cc(C(=O)Nc2ccc3nc(N4CCCCC4)cc(C)c3c2)cc(OCC)c1OCC
→ -0.5, -11, -0.1, -2
O=C(Nc1ccccc1)N1CCCN(Cc2nc3ccccc3[nH]2)CC1
→ 0.9, -5, 0.0, -7
CC1CC(C)(C)NC(=S)N1CCCC(=O)N1CCN(c2ccccc2)CC1 (centres undefined)
→ 2.2, 18, -0.1, -14
Cc1ccc(NC2OC(C)C(O)C(O)C2O)c([N+](=O)[O-])c1 (centres undefined)
→ 0.6, -3, 0.0, 0
CC(C)c1nnc(SCC(=O)N2c3ccccc3CC2C)n1C (centres undefined)
→ -0.6, 3, -0.1, 3
COc1ccc(N(CC(=O)N2CCN(c3ccccc3F)CC2)S(C)(=O)=O)cc1
→ 1.8, 5, 0.2, 10
CC(C)(C)c1ccc(-c2cc3nc(-c4cccs4)cc(C(F)(F)F)n3n2)cc1
→ -1.8, 13, 0.6, -3
COC(=O)c1c(NC(=O)/C(C#N)=C/c2ccco2)sc(C)c1C
→ -1.3, 10, 0.1, 5
CCN(CC(O)c1cccc(O)c1)c1ncnc2c1cnn2C (centres undefined)
→ 3.8, -5, -0.2, -2
COc1cc(NS(=O)(=O)c2ccccc2)ccc1N1CCCCC1=O
→ -2.5, -4, 0.0, 11
Cc1cc(C)c([N+](=O)[O-])cc1-c1ccc(/C=N/n2cnnc2)o1
→ 1.5, 13, 0.1, 12
O=C(CC1SC(=Nc2ccccc2)N(c2ccccc2)C1=O)Nc1ccccc1C(F)(F)F (centres undefined)
→ -1.0, -2, 0.5, -9
Cc1ccc(C2=NN(S(=O)(=O)c3ccc(C)cc3)C(c3ccccc3Cl)C2)cc1 (centres undefined)
→ 1.7, -7, -0.1, -8
O=C(CCn1nnc2ccccc2c1=O)NC1CCCC1
→ -1.6, 8, 0.0, -12
COc1ccc(/C=C2\C(=O)NC(=O)N(c3ccccc3OC)C2=O)cc1
→ 4.9*, -4, 0.1, -3
Cc1ccc(N2CC(NS(=O)(=O)c3ccc4ccccc4c3)CC2=O)cc1 (centres undefined)
→ 2.5, -2, -0.1, 7
Cc1[nH]n(-c2cccc(Cl)c2)c(=O)c1C=O
→ -2.2, -1, 0.0, -4
CN(Cc1cscn1)C(=O)C1CC12CCN(Cc1cccs1)CC2 (centres undefined)
→ -1.6, -14, 0.0, -4
CCSC1=C(C#N)C(c2sccc2C)CC(=O)N1 (centres undefined)
→ -1.1, 10, 0.1, -8
C=CCn1c(SCC(=O)Nc2ccc(C)c([N+](=O)[O-])c2)nnc1-c1ccccc1O
→ -0.5, 6, -0.1, 32
N#Cc1cc2c(nc1SCC(=O)Nc1ccc(S(N)(=O)=O)cc1)CCC2
→ -0.4, -10, -0.1, -17
O=C(CCNC(=O)c1ccc2c(c1)OCO2)NC1CC1
→ -0.9, 1, 0.0, -8
CCCCN(C)S(=O)(=O)c1ccc(C(=O)Nc2ccc3c4c(cccc24)C(=O)N3CC)cc1
→ 3.5, 12, 0.3, 9
O=[N+]([O-])c1ccn(-c2nc(-c3ccco3)cc(C(F)(F)F)n2)n1
→ 1.6, 11, 0.0, 11
CCOc1ccc2c(c1)C(C)=CC(C)(C)N2C(=O)CN1C(=O)c2cccc([N+](=O)[O-])c2C1=O
→ -1.6, -5, -0.2, -9
Cc1c(C(=O)NCCC2=CCCCC2)sc2nc3n(c(=O)c12)CCCC3
→ -0.9, 5, 0.0, -48

Look-ups from the list.
CCSC1=C(C#N)C(c2sccc2C)CC(=O)N1 (centres undefined) | TEAD-YAP inh = -8
CCCCN(C)S(=O)(=O)c1ccc(C(=O)Nc2ccc3c4c(cccc24)C(=O)N3CC)cc1 | TEAD-YAP inh = 9
CCOc1ccc2c(c1)C(C)=CC(C)(C)N2C(=O)CN1C(=O)c2cccc([N+](=O)[O-])c2C1=O | FBW7 activator = -0.2
Cc1ccc(C2=NN(S(=O)(=O)c3ccc(C)cc3)C(c3ccccc3Cl)C2)cc1 (centres undefined) | GPR151 activ = 1.7
O=[N+]([O-])c1ccn(-c2nc(-c3ccco3)cc(C(F)(F)F)n2)n1 | GPR151 activ = 1.6

The list goes on.
Order of results – GPR151 activ, MITF primary, FBW7 activator, TEAD-YAP inh
COc1cccc(C(=O)Nc2c3c(nn2-c2ccc(Oc4ccccc4)cc2)CSC3)c1
→ -0.9, 8, 0.9, 6
O=C(N[C@H]1C[C@H]2C(=O)N3CCC[C@@H]3C(=O)N2C1)c1ccc(Cl)cc1
→ -2.0, -5, -0.2, -10
CN(C)c1ccc(/C=C/CN2CCC(C(N)=O)CC2)cc1
→ 1.6, -15, -0.1, 10
CCCCc1ccc(C(=O)N/C(=C\c2ccc(C)cc2)C(=O)Nc2ccc(Cl)c([N+](=O)[O-])c2)cc1
→ 0.8, 1, -0.1, 5
CCCN(C(=O)c1ccccc1C)c1nnc(-c2cccnc2)s1
→ 0.4, 13, 0.4, -14
COc1ccccc1-c1cnc2ccc(NCc3ccc(S(N)(=O)=O)cc3)nn12
→ 9.4*, -11, 0.0, 3
O=S(=O)(NCC(Nc1ccccc1)c1ccccc1)c1ccc(Cl)cc1 (centres undefined)
→ 2.9, 12, 0.2, -1
O=C(Nc1ccc(F)c([N+](=O)[O-])c1)c1cc(Br)c(Br)s1
→ 0.7, 1, 0.1, 16
O=C(c1ccc2c(c1)sc1nc(-c3ccc(F)cc3)cn12)N1CCCC1
→ -0.6, -8, 0.3, -49
CN(C)c1ccc(/C=c2\sc3nc(-c4ccco4)nn3c2=O)cc1
→ -0.1, 10, 0.2, 4
CCOCc1cc(CN2CCN(C(C)C)C(CCO)C2)ccc1OC (centres undefined)
→ 0.2, 5, 0.4, 11
CC(=O)N(C1=C(N2CCCC2)C(=O)c2ccccc2C1=O)c1cccc(Cl)c1
→ -3.8, 3, -0.2, 16
Cc1ccc(S(=O)(=O)Oc2ccccn2)c(C)c1C
→ 2.8, 0, 0.0, 1
CC1=C(C(N)=O)C(c2cccnc2)n2nc(SCc3ccccc3)nc2N1 (centres undefined)
→ 0.1, 12, 0.0, 7
CCOc1ccccc1/C=N/NC(=O)c1c(C)nnn1-c1nonc1N
→ -1.5, 11, 0.2, 7

Quoted at random: 5 entries already listed
Order of results – GPR151 activ, MITF primary, FBW7 activator, TEAD-YAP inh
CCCN(C(=O)c1ccccc1C)c1nnc(-c2cccnc2)s1
→ 0.4, 13, 0.4, -14
O=C(N[C@H]1C[C@H]2C(=O)N3CCC[C@@H]3C(=O)N2C1)c1ccc(Cl)cc1
→ -2.0, -5, -0.2, -10
CCOCc1cc(CN2CCN(C(C)C)C(CCO)C2)ccc1OC (centres undefined)
→ 0.2, 5, 0.4, 11
Cc1ccc(S(=O)(=O)Oc2ccccn2)c(C)c1C
→ 2.8, 0, 0.0, 1
COc1cccc(C(=O)Nc2c3c(nn2-c2ccc(Oc4ccccc4)cc2)CSC3)c1
→ -0.9, 8, 0.9, 6

New compounds follow
Order of results – GPR151 activ, MITF primary, FBW7 activator, TEAD-YAP inh
C=CCN(c1ccc(C(=O)NCCSC(C)(C)C)cc1)S(C)(=O)=O
→ -2.9, 16, 0.9, -20
CC1=C(C(=O)OC2CCCCCCC2)C(c2ccc(Cl)cc2Cl)NC(=O)N1 (centres undefined)
→ -1.1, 1, 0.1, -11
FC(F)Oc1ccc(NC(=S)NCc2cccnc2)cc1
→ -0.5, -2, 0.2, 4
Cc1cc(C(=O)COC(=O)c2csc3c2CCCC3)c(C)n1C
→ -2.1, -16, 0.2, 3
Cc1c(C(=O)N/N=C/c2c(Cl)cccc2Cl)nnn1-c1nonc1N
→ -0.6, 0, -0.1, 2
CC(C)(C)C1(C)OC(=O)C(=Cc2ccc(F)cc2)C(=O)O1 (centres undefined)
→ -1.3, 12, 0.0, 6
O=C(CSc1nc2ccccc2s1)NNC(=O)NC1CCCCC1
→ -2.2, -4, 0.0, 2
O=S(=O)(Nc1ccccc1F)c1cccc(S(=O)(=O)c2ccccc2)c1
→ 5.3*, 11, -0.1, 3
CCCC(=O)Nc1ccc(NC(=O)c2ccc(I)cc2)cc1
→ 10.0*, -3, 0.2, 1
CCOc1ccccc1CN1CCN(S(=O)(=O)CC)CC1
→ 0.8, 29, -0.1, 7
Cc1ccc(C2=NN(S(C)(=O)=O)C(c3ccc(C)cc3)C2)cc1 (centres undefined)
→ -2.1, 2, -0.1, -76
O=C1CCC(CCC(=O)N2CCOc3ccccc3C2)(Cc2ccc3ccccc3c2)N1 (centres undefined)
→ -0.5, -10, 0.0, -2
O=C(Nc1nnc(-c2cccnc2)o1)c1cccc(Br)c1
→ -0.9, 3, 0.2, 0
O=C(Cn1cc(C(F)(F)F)cc(Cl)c1=O)NC(=O)Nc1ccc2c(c1)OCCO2
→ 0.0, 7, 0.3, -56
COc1cc(C2NC(=O)NC(C)=C2C(=O)NCc2ccccc2)ccc1O (centres undefined)
→ -0.2, 8, 0.2, 1
COc1cc(C(=O)Nc2nc(C)c(C)s2)cc(OC)c1OC
→ -1.4, -9, -0.1, 8
CCOC(=O)N1CCN(c2nc3ccccn3c(=O)c2C=O)CC1
→ -0.6, -2, 0.3, -1
